Screening results (PubChem)
proCasp7 act: counter-screen for procaspase-3 activators: activators of human procaspase-7; P55210; recombinant procaspase-7, Ac-DEVD-pNA absorbance 405 nm; D23A/D198A/D206A triple mutant, cannot self-cleave; scale: DMSO 0, 5 µM enzyme 100; activation, % at 8.5 µM; hit rate 0.093% among 330,000;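 active = percent activation above the screen-wide mean plus 3 SD, cut at about 25% in these data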
Target sequence (P55210 whole entry D23A/D198A/D206A): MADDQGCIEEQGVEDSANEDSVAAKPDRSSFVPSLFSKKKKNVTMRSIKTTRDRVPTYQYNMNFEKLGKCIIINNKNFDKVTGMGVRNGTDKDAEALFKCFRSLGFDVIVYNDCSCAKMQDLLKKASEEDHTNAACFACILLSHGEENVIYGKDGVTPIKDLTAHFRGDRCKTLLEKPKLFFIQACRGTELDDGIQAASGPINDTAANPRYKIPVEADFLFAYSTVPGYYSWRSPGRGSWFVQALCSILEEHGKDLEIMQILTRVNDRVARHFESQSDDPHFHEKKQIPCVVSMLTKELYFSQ
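Assay system: Uncleavable procaspase-7 mutant enzyme | Input: 2 µM procaspase-7 mutant as dispensed | Timing: 1 h compound preincubation, 2 h substrate cleavage, 25 °C | Repeats: One well per compound | Control set: DMSO wells as 0%, DMSO with 5 µM added PC-7 as 100% | Technique: Epi-absorbance of released pNA at 405 nm, two timepoints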
procasp3 activ: activators of human procaspase-3; recombinant procaspase-3 D3A, Ac-DEVD-pNA absorbance 405 nm; activation, % at 8.5 µM; hit rate 0.11% among 330,000; AID 463141;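 active = activation above the mean of all tested compounds plus 3 SD, cut at about 21% in these data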;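 note: 0% = DMSO alone and 100% = DMSO wells spiked with extra 5 µM PC-3 D3A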
Target sequence (P42574 whole entry D9A/D28A/D175A): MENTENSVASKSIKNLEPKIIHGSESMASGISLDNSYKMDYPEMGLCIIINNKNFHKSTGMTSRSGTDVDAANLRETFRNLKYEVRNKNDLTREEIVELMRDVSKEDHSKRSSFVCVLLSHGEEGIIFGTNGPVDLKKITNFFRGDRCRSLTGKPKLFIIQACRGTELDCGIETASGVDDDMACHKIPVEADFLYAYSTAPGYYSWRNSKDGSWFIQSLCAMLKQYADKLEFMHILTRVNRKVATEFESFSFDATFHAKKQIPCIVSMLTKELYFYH
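System: Procaspase-3 D3A mutant. Medium: Zinc-free 300 mM NaCl, 50 mM HEPES, 0.01% Triton X-100. Schedule: 1 h preincubation plus 2 h reaction at 25 °C. Measured by: 405 nm absorbance of p-nitroaniline, reads at 0 and 120 min. Read-out: percent activation relative to control range.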
AHR activator: human AHR activation | P35869 | activation, % at 5 µM | hit rate 2.5% among 320,000 | AHR-responsive luciferase reporter cells, luminescence; in the data active = activation above about 47%;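 note: 0% = vehicle wells and 100% = reference agonist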
Fh CTSL1 inh: counter-screen for PFM18AAP inhibitors: inhibitors of F. hepatica cathepsin L1. recombinant F. hepatica cathepsin L1, Z-Leu-Arg-MCA fluorescence. inhibition, % at 5.96 µM. hit rate 0.49% among 300,000. AID 1906;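 active = inhibition above the mean of all tested compounds plus 3 SD, set per screening campaign, cut at about 17% in these data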;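 note: 0% = plate median of test compound wells and 100% = 1 µM Z-Phe-Ala-diazomethylketone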
PAFAH2 FP inh: PAFAH2 (human) inhibition. Q99487. recombinant PAFAH2, FP-rhodamine activity probe, fluorescence polarization. inhibition, % at 3.39 µM. hit rate 0.99% among 340,000. AID 492956;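 active = inhibition above the mean over all tested compounds plus 3 SD, cut at about 30% in these data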;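 note: inhibitors block probe labeling of enzyme so polarization drops; 0% = enzyme with DMSO and 100% = wells lacking PAFAH2 protein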
PP5 inh: inhibitors of human protein phosphatase 5 (PP5); purified PP5c, OMFP substrate fluorescence; hit rate 0.18% among 320,000; P53041; inhibition, % at 6.7 µM; AID 1987;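 active = inhibition above the campaign's mean inhibition across all tested compounds plus 3 SD, cut at about 9.5% in these data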;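 note: 0% = DMSO only and 100% = 100 µM cantharidin control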
HCV core dimer: blocks dimerization of HCV core protein. TR-FRET GST/Flag-core106 dimerization, 1536-well. inhibition, % at 5 µM. hit rate 0.33% among 300,000. AID 1899;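 active = inhibition above the mean of all tested compounds plus 3 SD, set per screening campaign, cut at about 45% in these data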
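Assay system: GST-tagged and Flag-tagged HCV core protein residues 1-106 / Times: compound-protein-antibody incubation 4 h at 22.5 °C / Signal: time-resolved FRET, ex 340 nm, em 617 and 671 nm / Evaluation: % inhibition based on acceptor/donor emission ratio / Benchmarks: wells lacking GST-core106 and wells with excess unlabelled core106 / Repeats: singlicate, one well per compound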
TPT1 inh: blocks Candida albicans tRNA 2'-phosphotransferase. recombinant caTPT1, FP RNA substrate dephosphorylation. inhibition, % at 5 µM. hit rate 0.81% among 300,000;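 active = inhibition above the mean of all tested compounds plus 3 SD, set per screening campaign, cut at about 24% in these data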;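 note: plate controls were DMSO alone for no effect and ferristatin control at 100 nM for full effect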
PP1 inh: PP1-alpha (human) inhibition in PP5 counter-screen; P62136; purified PP1alpha, OMFP fluorescence; inhibition, % at 6.7 µM; hit rate 0.9% among 320,000; AID 2235;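 active = inhibition above the mean inhibition of all tested compounds plus 3 SD, computed separately for each screening campaign, cut at about 15% in these data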
Target sequence (P62136 whole entry, looked up): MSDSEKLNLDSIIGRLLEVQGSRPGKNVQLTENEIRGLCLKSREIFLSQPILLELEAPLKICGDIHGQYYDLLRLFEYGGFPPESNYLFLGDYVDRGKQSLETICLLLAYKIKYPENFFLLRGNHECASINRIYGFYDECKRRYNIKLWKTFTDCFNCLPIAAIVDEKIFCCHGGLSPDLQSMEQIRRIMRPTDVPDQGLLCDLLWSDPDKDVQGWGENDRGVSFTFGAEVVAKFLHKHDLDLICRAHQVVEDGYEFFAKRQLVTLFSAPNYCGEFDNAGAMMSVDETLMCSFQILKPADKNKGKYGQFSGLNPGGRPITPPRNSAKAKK
Active calls of the source: *; · = not tested or not shown.

SMILES	proCasp7 act	procasp3 activ	AHR activator	Fh CTSL1 inh	PAFAH2 FP inh	PP5 inh	HCV core dimer	TPT1 inh	PP1 inh
CCOC(=O)C1=C(C)NC2=C(C(=O)CC(C)(C)C2)C1c1ccsc1 (stereo unspecified)	-5.6	0.6	1.8	-2.0	-4.5	2.8	-13.4	0.6	-0.3
Cc1ccccc1NC(=O)c1ccc(S(=O)(=O)N(C)C)cc1	6.0	-3.2	-2.3	-0.8	-10.4	-1.7	14.4	1.2	1.8
O=S(=O)([O-])CCC[n+]1c(SCCCS(=O)(=O)O)sc2ccc(Cl)cc21	-39.3	-22.3	0.6	-0.3	-0.2	-0.7	-5.0	0.4	4.9
COc1ccc(Cl)cc1C(=O)Nc1ccc2c(c1)OCO2	1.9	4.0	91.9*	-0.8	1.0	3.0	-3.9	-0.1	-3.3
O=C(Cc1ccccc1)Nc1ccc2c(c1)C(=O)N(CC1CCCO1)C2=O (stereo unspecified)	3.7	7.1	2.1	2.4	2.7	1.1	2.1	-2.4	-3.8
O=P(c1ccccc1)(c1ccccc1)c1nc(-c2ccc(Cl)cc2)oc1N1CCOCC1	-2.1	5.0	1.1	-2.4	1.3	5.3	1.6	-1.1	4.4
O=C(C1=NN[C@@H]2C(=O)N(c3ccccc3C(F)(F)F)C(=O)[C@H]12)c1ccc2ccccc2n1	-8.4	-7.9	5.3	2.1	-0.3	-2.4	1.0	-2.8	-5.7
Cc1c(N/C(=N/S(=O)(=O)c2ccc(Cl)cc2)c2ccccc2)c(=O)n(-c2ccccc2)n1C	-4.6	1.7	0.1	-1.6	·	-0.8	-10.8	-5.3	-2.4
O=C(OCCOc1ccccc1)c1n[nH]c2ccccc12	1.8	-6.0	5.0	-3.4	3.3	3.2	-4.1	0.2	1.3
CCCCn1c(N)c(N(CC)C(=O)c2cccc(OCc3ccccc3)c2)c(=O)[nH]c1=O	9.7	10.9	0.0	·	-0.3	0.8	·	·	-1.1
O=C(CCC(=O)c1ccc(F)cc1)NN1C(=O)NC2(CCCCC2)C1=O	-3.5	-3.2	1.5	-25.6	-5.8	-1.6	3.1	-1.4	-4.2
O=C(O)C1CCC(N2C(=O)C3C4CCC(C4)C3C2=O)CC1 (stereo unspecified)	6.1	2.6	2.4	-2.1	1.3	-1.7	-9.2	-3.1	-3.0
COc1cc(OC)cc(-c2nc3ccccc3c(=O)n2OC(=O)c2ccccc2C)c1	-5.0	-2.3	11.0	2.5	-12.7	4.3	16.0	-0.1	-3.6
O=C(c1cccs1)N1CCC(c2nc3ccccc3s2)CC1	-11.5	3.1	3.0	-6.5	5.7	-0.5	4.3	2.5	2.0
COc1ccc(NC(=O)c2cc3ccccc3o2)cc1S(=O)(=O)N1CCCCC1	-2.8	5.0	4.2	·	-3.1	·	·	·	·
Cc1cc(C)c(S(=O)(=O)N2CCN=C2c2ccccc2)c(C)c1	-8.7	0.8	5.6	5.0	-2.2	-0.5	-6.8	-2.2	-2.4
CC(C)OCCCNC(=O)c1cccc(NC(=O)c2ccccc2)c1	4.7	1.0	1.7	-3.7	1.5	0.6	5.9	-1.9	-1.7
CCCCOc1ccccc1C(=O)N(Cc1ccc(C)o1)C1CCS(=O)(=O)C1 (stereo unspecified)	-1.7	1.5	1.1	-0.7	2.5	5.0	-1.6	0.2	-0.7
CCN(CCCC(=O)c1ccc(F)cc1)CCc1ccccc1	5.3	5.6	1.2	-1.2	-6.2	-0.2	-8.3	-1.5	2.2
Cc1cc2c(ncn2C)c(NS(=O)(=O)c2cc(Cl)ccc2Cl)c1C	-4.8	1.6	7.9	8.8	7.8	-0.6	5.2	-3.8	5.5
COC(=O)CN1C(=O)C2(C(C#N)=C(N)Oc3n[nH]c(-c4cccs4)c32)c2ccccc21 (stereo unspecified)	-9.6	-7.2	4.9	2.9	-5.6	3.2	-2.0	3.3	0.9
CC1=NN(c2ccccc2)C(=O)/C1=C/c1c(C)[nH]n(-c2ccc(C)cc2)c1=O	7.1	6.3	-0.2	-0.1	·	0.6	-1.4	1.1	4.1
CCCCNC(=O)c1cc(-c2ccc(F)cc2)on1	-4.5	-0.7	-6.8	-4.3	0.2	3.6	-1.2	-2.5	2.8
Cc1ccccc1C(=O)Nc1ccc(S(=O)(=O)Nc2onc(C)c2C)cc1	6.2	5.4	-2.1	-0.7	2.3	0.8	4.0	1.2	-8.4
COC(=O)c1ccc(CO/N=C/c2ccccc2OC)cc1	2.3	-7.2	1.6	-0.4	-1.8	0.7	-10.7	-0.6	-3.9
O=C(Nc1ccccc1Sc1ccccc1)c1ccc(F)cc1	-5.9	-2.9	10.0	-1.0	7.8	-0.7	5.7	1.6	-4.8
CC(C)c1ccc(/C=C/c2[nH]c(=O)[nH]c(=O)c2[N+](=O)[O-])cc1	-2.8	1.6	0.4	13.1	4.5	-1.2	5.7	-3.3	5.0
CCCSc1nnc(NC(=O)CSc2sc3c(O)cc(=O)[nH]c3c2C#N)s1	-17.7	-9.1	5.5	2.1	37.5*	0.9	-15.3	17.7	13.8
Cc1onc(-c2c(Cl)cccc2Cl)c1C(=O)N1C(C)CCCC1C (stereo unspecified)	5.9	3.0	-2.6	-2.4	10.7	2.1	-8.0	-3.5	-1.0
CC(C)(C)C(CCl)C(=O)NN=C(c1ccccc1)c1ccccc1 (stereo unspecified)	0.8	0.0	0.5	·	-1.6	2.9	·	·	-3.6
O=C(NCc1ccc2c(c1)OCO2)c1ccc(S(=O)(=O)N2CCCCC2)cc1	11.9	-5.8	-1.2	-0.8	3.1	0.8	-12.7	2.4	-4.0
COc1ccc(CN(CC2CCC(C(=O)O)CC2)C(=S)Nc2cc(Cl)ccc2OC)cc1 (stereo unspecified)	-10.7	-16.7	0.4	0.8	1.1	0.4	8.1	-2.4	1.0
COc1ccc([C@H]2/C=C\CN(C(=O)c3ccc(C)cc3)[C@@H](C)C(=O)N2Cc2ccc(F)cc2)cc1	3.2	3.1	1.6	1.0	-8.4	3.0	18.7	-5.1	2.5
CC(C)c1c(C(=O)N/N=C/c2ccc(-c3ccccc3)cc2)nnn1-c1nonc1N	-1.9	-1.1	-0.3	2.4	3.5	1.2	-3.5	-3.8	0.8
CC(C)C(c1nnnn1Cc1ccccc1)N1CCC(C(N)=O)CC1 (stereo unspecified)	2.6	9.0	3.3	-3.5	-4.4	0.6	-10.0	-5.5	-5.1
CC(=O)c1c(C)n(-c2cccc(Cl)c2)c2ccc(O)cc12	-3.1	2.8	8.9	1.3	9.1	4.2	-0.4	-1.6	-1.0
Cc1ccn2c(=O)nc(SCC(=O)NC3CCCCC3)nc2c1	1.6	7.8	-0.8	3.2	-0.1	1.7	-7.7	-1.9	-6.9
Cc1sc2nc(SCC(=O)N3CCCCC3)[nH]c(=O)c2c1C	2.6	2.9	7.7	6.5	8.2	-0.1	6.7	-3.2	-0.9
CC1CCCCC12NC(=O)N(CC(=O)c1ccc(Cl)s1)C2=O (stereo unspecified)	-4.0	1.8	4.7	1.3	-3.4	1.5	13.0	1.5	-3.3
Cn1c(-c2ccccc2)cnc1NCc1cccc([N+](=O)[O-])c1	3.5	-2.5	-1.5	1.0	-2.7	0.5	10.0	0.4	-1.1

Given with values under each structure: 3 of the compounds above
Values in the order – proCasp7 act	procasp3 activ	AHR activator	Fh CTSL1 inh	PAFAH2 FP inh	PP5 inh	HCV core dimer	TPT1 inh	PP1 inh
O=C(Nc1ccccc1Sc1ccccc1)c1ccc(F)cc1
 : -5.9	-2.9	10.0	-1.0	7.8	-0.7	5.7	1.6	-4.8
Cc1ccccc1C(=O)Nc1ccc(S(=O)(=O)Nc2onc(C)c2C)cc1
 : 6.2	5.4	-2.1	-0.7	2.3	0.8	4.0	1.2	-8.4
CC(C)(C)C(CCl)C(=O)NN=C(c1ccccc1)c1ccccc1 (stereo unspecified)
 : 0.8	0.0	0.5	·	-1.6	2.9	·	·	-3.6

Next section
SMILES	proCasp7 act	procasp3 activ	AHR activator	Fh CTSL1 inh	PAFAH2 FP inh	PP5 inh	HCV core dimer	TPT1 inh	PP1 inh
CN1CCN(C(=O)Nc2cccc3ccccc23)CC1	8.4	0.1	13.4	-3.5	-2.5	-0.8	1.1	-0.5	-1.9
CCOc1cccc(NC(=O)c2cccc(F)c2)c1	-3.5	4.0	8.5	-0.9	1.8	0.8	-3.2	-0.3	0.1
O=c1[nH]c(C2CCN(S(=O)(=O)Cc3ccccc3)CC2)nc2c1nnn2Cc1cccc(Cl)c1	-5.5	12.2	-0.7	1.4	3.7	2.3	4.4	-1.5	10.7
CCC(C)NCCOCCOc1ccc(Cl)cc1Br (stereo unspecified)	8.4	9.3	1.6	-0.6	-7.2	-1.8	-4.8	0.0	-1.9
Cc1ccc(C(=O)NCc2ccc(N3CCN(C)CC3)cc2)cc1C	-3.6	2.5	2.3	-1.6	-5.2	-2.0	-11.0	-5.8	-4.6
CCOC(=O)c1c(NC(=O)C2CC=CCC2C(=O)O)sc(C)c1CC (stereo unspecified)	5.6	-3.9	-2.1	5.7	2.7	-3.9	0.4	-0.9	-1.3
CN(Cc1ccco1)C(=O)C1CCN(c2nnc(-n3cccc3)s2)CC1	1.3	-7.4	-1.6	-3.0	-3.3	1.2	13.5	-1.4	11.5
Cn1ncc(Br)c1C(=O)Nc1cccc(C(F)(F)F)c1	-10.9	-0.6	70.6*	7.8	4.3	1.3	-4.3	-2.8	-3.0
COCCCNC(=S)N(CCO)Cc1cc2cc3c(cc2[nH]c1=O)OCCO3	-1.9	11.4	4.8	2.5	-3.2	1.4	-4.4	4.7	1.7
O=C(N/C(=C/c1ccccc1)C(=O)N1CCCCC1)c1ccco1	7.0	-5.0	0.4	5.1	-7.0	2.9	-12.5	-4.5	-1.3
COC(=O)Nc1ncc(CN2C(=O)c3ccccc3C2=O)s1	0.0	10.2	4.0	1.2	14.6	-0.2	-0.4	-2.5	5.8
O=C(CSc1nnc(CNc2ccc(Cl)cc2)o1)Nc1nc2ccccc2s1	-19.4	-0.6	9.7	5.8	-11.2	-1.5	-1.8	-0.3	4.6
NC(=O)c1ccsc1NC(=O)COC(=O)COc1ccccc1[N+](=O)[O-]	2.0	-1.5	6.7	·	7.1	2.2	·	·	3.9
CCOC(=O)c1ccc(NS(=O)(=O)c2cn(C)cn2)cc1	-10.3	2.3	-0.6	-0.5	0.8	1.2	-1.4	-0.7	-3.5
CC(C)OC(=O)CC1C(=O)NCCN1C(=S)NC(=O)c1ccccc1 (stereo unspecified)	-4.9	-4.8	0.9	-2.5	2.4	-1.9	-3.2	1.5	0.1
Cc1ccccc1NC(=O)Nc1ccccc1Br	0.4	2.1	1.1	0.9	2.9	3.7	1.2	3.8	-2.1
CCOC(=O)c1nc(NCc2ccccc2C)c2ccccc2n1	0.2	-0.3	-0.4	2.3	0.2	1.6	-1.9	-2.9	1.2
O=C(CCNS(=O)(=O)c1ccccc1)N1CCOCC1	-1.2	4.3	13.4	0.0	10.9	2.4	4.0	-0.9	-4.6
